NPYLR7 agonist: activates Aedes aegypti NPYLR7 receptor. hit rate 0.15% among 270,000. activation, % at 10 µM. HEK293T NPYLR7/Galpha15, GCaMP6s calcium fluorescence; in the data active means activation above about 40%;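 further: 0% = vehicle and 100% = reference agonist at the receptor; some compounds past the cut are filed as inactive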
mcGAS lum: inhibitors of mouse cGAS; inhibition, % at 12.5 µM; AID 1259399; Q8C6L5; recombinant cGAS, Kinase-Glo ATP depletion luminescence; hit rate 0.15% among 160,000;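 further: 0% = negative control wells and 100% = reference inhibitor with no enzyme activity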
hcGAS lum: human cGAS inhibition | recombinant h-cGAS, ATP depletion, Kinase-Glo luminescence | inhibition, % at 12.5 µM | hit rate 0.081% among 290,000 | AID 1259398;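 further: 0% = vehicle reaction and 100% = reaction without DNA for no activity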
Target sequence (Q8N884 whole entry, looked up): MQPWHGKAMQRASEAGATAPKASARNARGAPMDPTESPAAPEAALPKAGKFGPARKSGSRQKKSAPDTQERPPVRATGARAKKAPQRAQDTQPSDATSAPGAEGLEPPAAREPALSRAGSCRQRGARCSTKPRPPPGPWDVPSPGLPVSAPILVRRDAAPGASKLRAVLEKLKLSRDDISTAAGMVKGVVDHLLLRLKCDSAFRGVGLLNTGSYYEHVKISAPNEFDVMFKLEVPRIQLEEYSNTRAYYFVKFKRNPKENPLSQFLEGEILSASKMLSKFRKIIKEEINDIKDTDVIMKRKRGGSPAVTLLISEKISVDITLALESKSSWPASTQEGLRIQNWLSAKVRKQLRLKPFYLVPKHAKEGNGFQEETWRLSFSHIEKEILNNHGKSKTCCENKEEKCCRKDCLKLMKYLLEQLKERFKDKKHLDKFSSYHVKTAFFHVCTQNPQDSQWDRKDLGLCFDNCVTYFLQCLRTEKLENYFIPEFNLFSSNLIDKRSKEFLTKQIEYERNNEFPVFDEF
* hit, by the source's call; nt = no result given; & = joins results of further samples. Unless noted, no stated cut-off is given here; in the data, active means inhibition above about 40%; inactive means the rest. Not a hit list; 0.27% or so of the library scored in one or more.

SMILES	NPYLR7 agonist	mcGAS lum	hcGAS lum
O=C(NC(=S)NC1CCS(=O)(=O)C1)C12CC3CC(CC(C3)C1)C2 (centres undefined)	5	-5	-14
CC(=O)OCCSc1nc(N(C)C)nc(N(C)C)n1	2	-3	-2
Cc1ccc2ncc(C(=O)NCCCc3ccccc3)c(=O)n2c1	7	-8	-8
CC(C)c1ccc(Cc2nnc(N3CCOCC3)[nH]c2=O)cc1	13	nt	-6
COCc1cc(N2CCN(c3ccc(OC)cc3)CC2)nc(SCc2ccc(C(=O)O)cc2)n1	11	-5	-3
COc1ccc(OC)c2sc(N(CCCN(C)C)C(=O)c3ccc(Cl)cc3)nc12	8	-9	-5
O=C(CCn1cncn1)N(CC#Cc1ccccc1)C1CCCC1	5	nt	-4
Brc1cccc(C=NN2CCN(Cc3cccc4ccccc34)CC2)c1	-6	-7	-8
O=[N+]([O-])c1ccc(-n2c(SCc3ccccc3)nnc2C(Cc2ccccc2)NS(=O)(=O)c2ccc(Cl)cc2)cc1 (centres undefined)	nt	-5	-5
COCC(=O)NC1CCN(c2ccccc2C(=O)N2CCc3ccccc3C2)CC1	9	-4	-3
CC(C)C1CN(C(=O)c2cc(C3CC3)[nH]n2)CCCN1Cc1ccc(F)cc1 (centres undefined)	-8	nt	-6
Cc1nnc(CNC(=O)C(NC(=O)CC(C)C)c2ccccc2)n1C (centres undefined)	5	nt	-6
CCOC(=O)C1=C(C)NC(=O)NC1c1ccc(F)c(F)c1 (centres undefined)	10	-6	-6
CCn1nc(C(=O)O)c2c1CCN(C(=O)C1CCCN(Cc3ccco3)C1)C2 (centres undefined)	7	-11	-7
Cc1ccc(C(=O)N(CC(=O)N2CCc3sccc3C2c2ccc(Cl)cc2Cl)Cc2ccc(F)cc2)cc1[N+](=O)[O-] (centres undefined)	-10	-5	-19
COC(=O)c1ccc(/C=C2\N=C(c3ccc(Cl)cc3)OC2=O)cc1	11	-6	-5
CCCC(=O)Nc1cccc(C(=O)NC(C)Cc2cc(C)[nH]n2)c1 (centres undefined)	21	-8	-2
COc1ccc(C(=O)CSc2ncnc3c2oc2ccccc23)cc1	-5	nt	0
CCOCCn1c2c(=O)n(C)c(=O)n(C)c2n2c(-c3ccc(OCc4ccccc4)cc3)nnc12	5	nt	-3
Cc1nnc(SCC2=C(C(=O)O)N3C(=O)[C@@H](NC(=O)Cn4cnnn4)[C@H]3SC2)s1	-15&-3&-3&7	-7&-3	3&-5&-6&-2
CC1C(=O)N(c2cccc3ccccc23)CCN1C(=O)Nc1ccccc1 (centres undefined)	-3	-5	-1
COc1ccc(C(=O)CCC(=O)N2CCCC(Nc3ccccc3)C2)cc1 (centres undefined)	0	nt	-2
O=S1(=O)CCC(NCCCN2CCOCC2)C1 (centres undefined)	-12	5	32
Cc1cc(-c2nnco2)ccc1NS(=O)(=O)c1cccc(F)c1C	0	nt	5
COc1cccc(C2Nc3cccc4cccc(c34)N2)c1OC	5	-3	-2
Additional structures:
SMILES	NPYLR7 agonist	mcGAS lum	hcGAS lum
COCCCN(CC(=O)N1CCc2sccc2C1c1ccc(C)cc1)C(=O)c1cccc(F)c1 (centres undefined)	-8	-4	-4
CCOc1ccc(Br)cc1S(=O)(=O)N1Cc2ccccc2CC1C(=O)NC (centres undefined)	3	nt	1
COC(=O)CN(Cc1ccccc1C)S(=O)(=O)c1ccc(C(N)=O)cc1	0	nt	-6
FC(F)(F)Oc1ccccc1CNC1CCN(C2CC2)C1 (centres undefined)	4	nt	5
CNS(=O)(=O)c1cc(NCc2cc3ccccc3s2)cc(C(=O)Nc2ccc(OC)cc2)c1	11	-17	-4
CCOC(=O)C1=C(C)NC(=O)NC1c1ccc(F)cc1 (centres undefined)	-7	-5	-5
Cn1c(C(C#N)=Cc2ccsc2)nc2ccccc21	-1	-1	3
Cc1cc(C)c(S(=O)(=O)N2CCC(C(=O)Nc3nccs3)CC2)c(C)c1	-4	nt	3
COc1ccccc1NC(=O)N(CCCN1CCOCC1)CC(=O)N(Cc1ccc(F)cc1)Cc1ccco1	-3	-6	-12
COc1cccc(CN2CCNC(=O)CC2c2ccccc2)c1 (centres undefined)	12	-6	-3
CN(Cc1cccc(Cl)c1)C(=O)CCn1cnc2sc3c(c2c1=O)CCCC3	-1	-3	-5
OCCCCN(c1ncc(Br)cn1)C1CC1	0	nt	-9
CCOC(=O)C1(NC(=O)CC2C(=O)Nc3ccc(C)cc32)CCC1 (centres undefined)	27	-10	-3
COc1cc(C=NNC(=O)Cc2cccs2)cc(OC)c1O	-1	-6	-4
CC1CN(C(=O)CN2CCC(=O)N(Cc3ccccc3)c3ccccc32)CCO1 (centres undefined)	2	nt	3
CC1Cc2c(Br)cccc2C(=O)N1 (centres undefined)	4	nt	-7
Clc1cccc(CN2CCCC(Nc3ccccc3)C2)c1 (centres undefined)	6&-3	nt	-6&-5
Cc1nc(NCCNC(=O)Nc2ccc(F)cc2F)cc(N2CCCC2)n1	-4	nt	-4
Cn1cc([N+](=O)[O-])c(C(=O)Nc2sc3c(c2C#N)CCC3)n1	-5	-2	-3
CNc1ncccc1C(=O)Nc1cccc(C(=O)NC(C)(C)C)c1C	12	-7	-5
N#CC1C(=N)Oc2c(c(=O)oc3ccccc23)C12C(=O)Nc1ccc(Br)cc12 (centres undefined)	-8	-4	-7
CC(C)(C)OC(=O)NCCNC(=O)C1CCCN(C(=O)c2ccccc2)C1 (centres undefined)	21	-15	-7
CCCCOc1ccc(C(=O)Nc2c(C)nc3c(C)cccn3c2=O)cc1	2	nt	-9
COc1ccc(C)c2sc(N(Cc3ccncc3)C(=O)c3ccc(C#N)cc3)nc12	0	-6	-5
O=C(NC1CC1)C1CCCN(C2CCN(C(=O)Cn3cccn3)CC2)C1 (centres undefined)	-5	nt	-6

Compounds from the list above containing a thiophene ring, fused or not, in the order listed:
SMILES	NPYLR7 agonist	mcGAS lum	hcGAS lum
Cc1ccc(C(=O)N(CC(=O)N2CCc3sccc3C2c2ccc(Cl)cc2Cl)Cc2ccc(F)cc2)cc1[N+](=O)[O-] (centres undefined)	-10	-5	-19
COCCCN(CC(=O)N1CCc2sccc2C1c1ccc(C)cc1)C(=O)c1cccc(F)c1 (centres undefined)	-8	-4	-4
CNS(=O)(=O)c1cc(NCc2cc3ccccc3s2)cc(C(=O)Nc2ccc(OC)cc2)c1	11	-17	-4
Cn1c(C(C#N)=Cc2ccsc2)nc2ccccc21	-1	-1	3
CN(Cc1cccc(Cl)c1)C(=O)CCn1cnc2sc3c(c2c1=O)CCCC3	-1	-3	-5
COc1cc(C=NNC(=O)Cc2cccs2)cc(OC)c1O	-1	-6	-4
Cn1cc([N+](=O)[O-])c(C(=O)Nc2sc3c(c2C#N)CCC3)n1	-5	-2	-3

Fetched by structure from the entries so far (2):
SMILES	NPYLR7 agonist	mcGAS lum	hcGAS lum
Cc1cc(C)c(S(=O)(=O)N2CCC(C(=O)Nc3nccs3)CC2)c(C)c1	-4	nt	3
CN(Cc1cccc(Cl)c1)C(=O)CCn1cnc2sc3c(c2c1=O)CCCC3	-1	-3	-5

(continued)
SMILES	NPYLR7 agonist	mcGAS lum	hcGAS lum
NC(=O)Cn1c(SCC(=O)Nc2ccc([N+](=O)[O-])cc2)nnc1-c1cccs1	8	nt	-4
O=S(=O)(c1ccc(NCc2cccnc2)cc1)C(F)(F)F	-17	nt	5
COc1ccc2nc(-c3ccc(OC)c(NS(=O)(=O)c4ccccc4)c3)cn2n1	-8	2	4
CN(Cc1ccsc1)C(=O)CN1CC(=O)NC1=O	1	-11	-3
Cc1csc2nc3sc4c(c3c(=O)n12)CCCC4	9	nt	-10
C=C(Br)CN(C)CCN1CCOCC1	5	nt	-8
COc1ccc(-c2nc(N3CCN(C(=O)c4ccccc4Cl)CC3)c3ccccc3n2)cc1	35	-5	-7
COC(C(=O)N/N=C\c1cc(Br)c(C)o1)c1ccccc1 (centres undefined)	22	nt	-8
O=C1c2ccccc2C(=O)c2c1cccc2N1CCCCC1	-7	2	0
CCCSc1ncc(CN2CCCn3cncc3C2)cn1	11	-16	-6
Cc1ccccc1-n1ncc2c1CC(C)(C)CC2NC(=O)CSc1ccncc1 (centres undefined)	3	-11	-9
Cc1ccsc1CN(Cc1ccc2c(c1)OCO2)C(=O)CN(C(=O)C1CCC1)C1CC1	nt	-5	-3
Cc1nsc(NC(=O)NC(C)c2ccc(F)cc2)n1 (centres undefined)	-2	-10	-3
CN1C(=O)C(=Cc2ccc([N+](=O)[O-])cc2)SC1=S	7	-7	-9
COCC(=O)N[C@H]1C[C@@H](C(=O)NCc2ccccc2F)N(C)C1	3	nt	-9
O=C(COC(=O)c1ccc(Br)o1)COC(=O)c1ccc(Br)o1	-5	nt	-3
Cc1nc2c(C)cccn2c(=O)c1NC(=O)c1ccc(Br)cc1	2	nt	-12
CCn1c(C(=O)N2CCN(C(=O)C(C)(C)C)C(C)C2)cc2ccsc21 (centres undefined)	-4	-3	-4
CC1CCC(NC(=O)C(C)N(C)CCC2CCCCN2C)CC1 (centres undefined)	-1	nt	-7
Cc1cc(O)c(CN2CCN(CC(=O)N3CCCCC3)CC2)cc1C	0	nt	7
CC(C)Cc1nc(-c2cccc(CN3CCN(C(=O)CC4C=CCC4)CC3)c2)no1 (centres undefined)	8	-3	1
O=C(CN1CN(c2ccccc2)C2(CCN(C(=O)Nc3ccccc3Br)CC2)C1=O)NCc1ccc2c(c1)OCO2	nt	-5	-13
O=C(NCCc1cnccn1)C1CCCN(C2CCN(C(=O)C3CC3)CC2)C1 (centres undefined)	2	-8	-1
O=C1CCCN1CC1CCCN(Cc2ccc(-c3ccccn3)cc2)C1 (centres undefined)	7	nt	-3
O=C1C2C3CC(C4Sc5[nH]c(=O)sc5C=C34)C2C(=O)N1c1ccc(F)cc1 (centres undefined)	12	nt	-3

Single values from the entries so far:
For NPYLR7 agonist, O=C(COC(=O)c1ccc(Br)o1)COC(=O)c1ccc(Br)o1 is entered as -5
For hcGAS lum, NC(=O)Cn1c(SCC(=O)Nc2ccc([N+](=O)[O-])cc2)nnc1-c1cccs1 is entered as -4
For NPYLR7 agonist, O=C(NCCc1cnccn1)C1CCCN(C2CCN(C(=O)C3CC3)CC2)C1 (centres undefined) is entered as 2

Continued:
SMILES	NPYLR7 agonist	mcGAS lum	hcGAS lum
O=C(Nc1nc(-c2cccs2)cs1)C1CC(=O)N(C2CCCC2)C1 (centres undefined)	-5	nt	2
CCCOc1ccc(N2C(=O)CC(NC3CCCCC3)C2=O)cc1 (centres undefined)	0	nt	-4
O=c1c2cnc3nc(-c4ccncc4)nn3c2ccn1Cc1ccccc1	3	nt	-5
C=CCN(C#N)c1nc(N(C)C)nc(N(C)C)n1	1	nt	0
COc1ccc2c(c1)-c1sc(C(=O)NCc3ccc(Cl)cc3)cc1CC2	2	-6	-4
CCOc1cccc(C(=O)c2ccc(O)c(O)c2O)c1	-3	nt	4
COc1cn(CC(=O)Nc2ccc(C(N)=O)cc2)c(CSc2ccc(C)cc2)cc1=O	-3	-11	-6
Cc1ccc(-c2ccccc2CN2CCCC(CNC(=O)c3cccs3)C2)o1 (centres undefined)	9	nt	-10
Cc1sc2nc(CN3CCCC3)nc(Sc3nnnn3Cc3cccs3)c2c1C	2	nt	-4
CC(=O)OC(C)(C)C(=O)NCc1cccc(-c2ncc(-c3ccccc3)[nH]2)c1	19	-2	0
Cc1c(Cl)cccc1N1CN(C(=O)CN(Cc2ccccc2)C(=O)c2ccc(C(F)(F)F)cc2)CC1=O	-3	2	3
NC(=O)c1nc(-c2ccc(Cl)c(Cl)c2)nc2c1[nH]c(=O)n2-c1ccc2c(c1)OCO2	-8	-6	-8
Cn1ccnc1-c1ccc(NC(=O)CNC(=O)c2ccccc2)cc1	5	-18	-8

Compound activity: PubChem BioAssay, Fisher Drug Discovery Resource Center
